AI-2 QS mod: Vibrio harveyi AI-2 quorum sensing modulation. Vibrio harveyi JMH597 AI-2 luminescence/OD600 ratio, 9 h; hits give low values; strain lacks LuxN and CqsS sensors; 0 = neutral-control median. activity change, % at 7.5 µM. 0.4% of 300,000 active; in the data active = activity change below about -75%, passing the limit was not always enough; inconclusive = no clear call, values can overlap the other calls;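 note: luminescence divided by OD600 gain over 9 h not by final OD600 alone; inactives centre near 13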
HSF-1 act: increases HSF-1 driven luciferase reporter signal | NIH3T3-HGL HSF-1 luciferase reporter, MG132, 8 h; 100% = twice DMSO control signal | activation, % at 9 µM | 1.7% of 300,000 active | AID 504408;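 active = mean replicate activation of at least 50% with a set share of replicates each reaching 50%; inconclusive = only one of those two conditions met; inactive = mean below 50% and too few replicates reaching it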;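 note: 0% = median of the neutral control wells and 100% = twice that signal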
HIF act: HIF pathway transcriptional activation | U2OS HRE-luciferase reporter, luminescence; normalized: DMSO 0%, desferrioxamine 100% | activation, % at 7.5 µM (by protocol) | 0.32% of 300,000 active | AID 1910;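 active = mean activation of at least 10% of the iron chelator positive control signal, with at least half of replicates also reaching 10%; inconclusive = mean and replicate majority disagree about reaching 10%; inactive = mean and most replicates under 10%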
HSP90 refold inh: inhibitors of HSP90 luciferase refolding in rabbit reticulocyte lysate | luciferase refolding luminescence, 3 h | inhibition, % at 5.6 µM | 0.91% of 290,000 active | AID 1789;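 active = inhibition above the screen-wide mean plus 3 SD, computed separately per campaign, cut at about 16% in these data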;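 note: 0% = DMSO wells and 100% = 60 µM geldanamycin wells; inhibitors lower the luminescence because luciferase stays unfolded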
HDAC3 inhib: inhibitors of human histone deacetylase 3. 0.15% of 320,000 active. O15379. AID 2718. inhibition, % at 8.3 µM. recombinant HDAC3, fluorogenic peptide/trypsin coupled, fluorescence; in the data active = inhibition above about 26%, passing the limit was not always enough; inconclusive = no clear call, values can overlap the other calls
Target sequence (O15379 whole entry, looked up): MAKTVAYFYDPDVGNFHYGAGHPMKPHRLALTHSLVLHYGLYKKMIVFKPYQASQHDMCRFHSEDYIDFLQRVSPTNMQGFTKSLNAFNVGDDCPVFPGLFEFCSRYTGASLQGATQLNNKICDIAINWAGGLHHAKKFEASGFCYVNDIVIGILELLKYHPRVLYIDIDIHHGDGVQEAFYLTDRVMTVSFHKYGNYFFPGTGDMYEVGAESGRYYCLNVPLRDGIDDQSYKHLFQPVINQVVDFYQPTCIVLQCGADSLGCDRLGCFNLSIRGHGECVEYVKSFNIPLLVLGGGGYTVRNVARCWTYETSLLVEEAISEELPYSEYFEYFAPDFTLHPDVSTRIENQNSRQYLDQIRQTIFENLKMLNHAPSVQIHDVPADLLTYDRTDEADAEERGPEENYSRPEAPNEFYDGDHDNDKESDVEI
aSyn 5UTR inh: MLPCN primary screen, SNCA 5' untranslated region. alpha-synuclein 5'UTR reporter, inhibitor activity. inhibition, % (tested at 7.5 µM). 0.82% of 300,000 active. AID 1813; in the data active = inhibition above about 60%; inconclusive = no clear call, values can overlap the other calls;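 note: H4 neuroglioblastoma cells stably carrying SNCA 5'UTR luciferase fusion; 0% = DMSO wells and 100% = positive control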
KLF5 inhibitor: kruppel-like factor 5 inhibition; DLD-1 KLF5 promoter-luciferase reporter, luminescence; inhibition, % at 5 µM; 0.23% of 290,000 active; AID 1700;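 active = inhibition above a per-plate limit of that plate's mean compound inhibition plus 3 SD, cut at about 60% in these data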;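 note: 0% = DMSO wells and 100% = LY294002 at 200 µM; higher means less KLF5 promoter-driven luciferase light; inactives centre near -14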
HSF1 inhib: HSF1 inhibition | NIH3T3-HGL HSE-luciferase, MG132-induced, luminescence 8 h; hits give low values | activity change, negative = inhibition, % at 7.5 µM (by protocol) | 0.77% of 300,000 active;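 active = more than half of replicate wells show activity change below -50%, luminescence cut by over half; inconclusive = some wells, but at most half, below -50%; inactive = no replicate well below -50%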;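 note: luciferase reports HSF-1 transcriptional activity via heat shock element; 0% = median of DMSO wells and -100% = zero luminescence signal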
Platelet DG rel: platelet dense granule release activity; human platelet-rich plasma, SFLLRN dense granule ATP release, luminescence; inhibition, %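 (compounds screened at 7.5 µM in platelet-rich plasma)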; 0.22% of 300,000 active; AID 1663;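 active = mean replicate score, as percent of positive control, at or above 50; inconclusive = mean below 50 but at least one replicate at or above 50; inactive = mean and every replicate below 50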
IEC-6 tox: counter-screen for KLF5 inhibitors: cytotoxicity in IEC-6 cells; IEC-6 cytotoxicity, luminescence viability; inhibition, % at 5 µM; 0.78% of 290,000 active; in the data active = inhibition above about 22%;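 note: 0% = plate median of test compound wells and 100% = cytotoxic reference compound wells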
Starred values were filed as active, the others as inactive; ? = inconclusive; . = no result given.

Keys: A = AI-2 QS mod; B = HSF-1 act; C = HIF act; D = HSP90 refold inh; E = HDAC3 inhib; F = aSyn 5UTR inh; G = KLF5 inhibitor; H = HSF1 inhib; I = Platelet DG rel; J = IEC-6 tox
CC(=NCC1CCCO1)c1c(O)n(-c2ccc(C)cc2)c(=O)[nH]c1=O (stereo not given)
  A: 12	B: 7	C: 0.8	D: 1	E: 4	F: 3	G: -19	H: 4	I: 15	J: -1
CN(C)/C=C(\C=[N+](C)C)c1[nH]ncc1[N+](=O)[O-]
  A: 11	B: 2	C: -0.5	D: -4	E: 5	F: 10	G: -6	H: -9	I: 0	J: -8
Cc1cc(=O)oc2c(C)c(OCC(=O)N3CCC(C(=O)O)(c4ccccc4)CC3)ccc12
  A: -1	B: 4	C: 0.1	D: 2	E: -8	F: -9	G: -16	H: -5	I: 0	J: 0
CCOP(=S)(NN(Cc1ccccc1)C(=O)c1ccccc1)OCC
  A: 0	B: 22	C: -0.9	D: 42*	E: 7	F: 17	G: -45	H: 8	I: 4	J: 6
O=C1CN(O)C(c2ccccc2Cl)=c2cc(Br)ccc2=N1
  A: 12	B: 0	C: -0.6	D: -1	E: -3	F: 17	G: -21	H: 8	I: 0	J: -2
CC(C)C(=O)NC(Oc1ccccc1Cl)C(Cl)(Cl)Cl (stereo not given)
  A: -1	B: 12	C: 0.0	D: 2	E: 5	F: 6	G: -18	H: 14	I: -2	J: 6
C1=C(CCNCc2ccccc2)CCCC1
  A: 7	B: 8	C: -0.4	D: 2	E: -7	F: -21	G: -15	H: 1	I: 3	J: -1
CNCCc1ccccc1
  A: 5	B: 1	C: 0.0	D: .	E: -1	F: -14	G: .	H: -3	I: -1	J: .
CCCCn1c(=O)c(C(=O)Nc2ccccc2S(N)(=O)=O)c(O)c2ccccc21
  A: 28	B: 11	C: 0.1	D: -5	E: -1	F: -41	G: -15	H: -5	I: 10	J: 1
CSc1ncc(/C=C2/C(=O)NC(=O)N(C3CCCCC3)C2=O)cn1
  A: 11	B: 2	C: -0.5	D: 4	E: -6	F: 9	G: -23	H: -1	I: 12	J: 2
CC(=O)Cc1ccc(OC(C)C)cc1
  A: 14	B: -4	C: -0.1	D: 0	E: -5	F: 21	G: 11	H: -4	I: -4	J: -5
CCC12C=CCN3CCC4(c5cc(Br)c(OC)cc5N(C)C4C(O)(C(=O)OC)C1OC(C)=O)C32 (stereo not given)
  A: 13	B: 21	C: -1.2	D: 2	E: 0	F: 5	G: -28	H: 9	I: -5	J: 1
CN(C/N=C(\N)N[N+](=O)[O-])S(=O)(=O)c1ccccc1
  A: 8	B: -16	C: -2.0	D: 2	E: ?	F: 0	G: -10	H: -5	I: 6	J: -2
CC1C(c2cccs2)=[N+]([O-])C(C)(C(=O)c2ccc(F)cc2)N1O (stereo not given)
  A: 9	B: 5	C: -0.2	D: -2	E: -3	F: 19	G: -35	H: 3	I: 0	J: -1
CC1CCCCN1Cc1c[nH]c2ccccc12 (stereo not given)
  A: -7	B: 9	C: 0.3	D: -4	E: 3	F: 0	G: -46	H: -7	I: 8	J: 4

In another format: five of the compounds above
structure | AI-2 QS mod | HSF-1 act | HIF act | HSP90 refold inh | HDAC3 inhib | aSyn 5UTR inh | KLF5 inhibitor | HSF1 inhib | Platelet DG rel | IEC-6 tox
CNCCc1ccccc1 | 5 | 1 | 0.0 | . | -1 | -14 | . | -3 | -1 | .
CCCCn1c(=O)c(C(=O)Nc2ccccc2S(N)(=O)=O)c(O)c2ccccc21 | 28 | 11 | 0.1 | -5 | -1 | -41 | -15 | -5 | 10 | 1
CSc1ncc(/C=C2/C(=O)NC(=O)N(C3CCCCC3)C2=O)cn1 | 11 | 2 | -0.5 | 4 | -6 | 9 | -23 | -1 | 12 | 2
CC(=O)Cc1ccc(OC(C)C)cc1 | 14 | -4 | -0.1 | 0 | -5 | 21 | 11 | -4 | -4 | -5
CCC12C=CCN3CCC4(c5cc(Br)c(OC)cc5N(C)C4C(O)(C(=O)OC)C1OC(C)=O)C32 (stereo not given) | 13 | 21 | -1.2 | 2 | 0 | 5 | -28 | 9 | -5 | 1

The list continues:
Keys: A = AI-2 QS mod; B = HSF-1 act; C = HIF act; D = HSP90 refold inh; E = HDAC3 inhib; F = aSyn 5UTR inh; G = KLF5 inhibitor; H = HSF1 inhib; I = Platelet DG rel; J = IEC-6 tox
N=C1SCC(=O)N1Cc1ccccc1
  A: 5	B: -15	C: 0.0	D: 2	E: 1	F: -15	G: -9	H: -8	I: 1	J: 6
CNC(=O)Nc1ccc(C(=O)N/N=C\C23CC[C@@H](O)CC2(O)CC[C@@H]2[C@@H]3CCC3(C)C(C4=CC(=O)OC4)CCC23O)cc1 (stereo not given in full)
  A: 20	B: -2	C: -0.5	D: -1	E: -5	F: 19	G: -18	H: -4	I: 5	J: 1
C=CCN1C(=O)/C(=C\c2ccc(N3CCOCC3)o2)C(=O)NC1=S
  A: 21	B: -21	C: -0.8	D: -1	E: ?	F: 12	G: -7	H: -9	I: 13	J: -17
CCOc1cccc(OCC)c2c(C)[n+](CC3CCCO3)c(C)c1-2 (stereo not given)
  A: 11	B: 4	C: -0.1	D: -1	E: 5	F: -6	G: -36	H: -7	I: 10	J: -13
CCOP(=S)(OCC)Oc1cc(C)oc(=O)c1
  A: 18	B: 3	C: -0.1	D: 0	E: 6	F: 3	G: -28	H: -3	I: 0	J: -7
Cc1cc(C)cc(N2C(=O)NC(=O)/C(=C/c3cccn3-c3ccc(Cl)cc3)C2=O)c1
  A: 17	B: 29	C: -0.1	D: -3	E: -1	F: -27	G: -13	H: 11	I: 1	J: -1
COc1ccc(CC(=O)Nc2ccc3c(C(F)(F)F)cc(=O)oc3c2)cc1OC
  A: 26	B: -5	C: -0.3	D: -6	E: 6	F: 7	G: -25	H: -8	I: 16	J: 7
COc1ccc(NC(=O)C2C3CCC(O3)C2C(=O)O)c(OC)c1 (stereo not given)
  A: 22	B: 2	C: -0.2	D: -3	E: -4	F: 5	G: -10	H: 1	I: -7	J: 5
CCN1C[C@@]2(COC)C3[C@@H](OC)[C@H]4[C@@H]1[C@@]3(C1C[C@H]3[C@H](OC(=O)c5ccccc5)C1[C@]4(OC(C)=O)C[C@H]3OC)[C@@H](OC)C[C@H]2O (stereo not given in full)
  A: 13	B: 16	C: 0.0	D: .	E: -4	F: 6	G: .	H: 2	I: 0	J: .
O=C1NC(=O)N(Cc2ccc(F)cc2)C(=O)/C1=C\c1ccc([N+](=O)[O-])s1
  A: 24	B: 29	C: -1.6	D: -2	E: 4	F: 0	G: 12	H: 4	I: 5	J: -1
Cc1nn(Cc2ccccc2)c(Cl)c1C(=O)O
  A: 29	B: 0	C: -0.2	D: -5	E: -9	F: 14	G: 5	H: -10	I: 2	J: -8
Cc1cc(C)n2nc(SCC(=O)N3CCC4(CC3)OCCO4)nc2n1
  A: 5	B: -13	C: -0.1	D: -2	E: 5	F: 8	G: 3	H: -3	I: 1	J: 3
COc1ccc2c(c1OC)C(=O)OC2c1c(O)n(Cc2ccc(F)cc2)c(=O)[nH]c1=O (stereo not given)
  A: 18	B: 11	C: -0.3	D: 5	E: .	F: 14	G: -5	H: 2	I: -7	J: 4
CC(NCc1ccccc1Cl)C(O)c1ccccc1 (stereo not given)
  A: 25	B: -8	C: 0.5	D: 1	E: -7	F: 15	G: -18	H: -10	I: 11	J: -4
O=c1[nH]c(=O)n(Cc2ccc(F)cc2)c(O)c1C=NCC1CCCO1 (stereo not given)
  A: 16	B: 10	C: -35	D: -1	E: 1	F: -5	G: -34	H: 1	I: -5	J: 1
O=[N+]([O-])c1cccc(NP(=O)(Oc2ccccc2)Oc2ccccc2)c1
  A: 15	B: -5	C: -1.6	D: 1	E: 5	F: 8	G: -23	H: -1	I: 14	J: 0
O=C(COc1ccc2ccc(=O)oc2c1)N1CCC(C(=O)O)(c2ccccc2)CC1
  A: 18	B: 4	C: 0.3	D: -5	E: -12	F: -11	G: 3	H: -6	I: 1	J: 0
CN1CCN(CC#CCOc2ccc(Cl)cc2)CC1
  A: -7	B: 14	C: 0.9	D: 3	E: 1	F: -6	G: -23	H: 0	I: 10	J: 7
O=C(CN1CCCCC1)c1cccc(Br)c1
  A: -11	B: 29	C: -48	D: 4	E: 0	F: -19	G: -16	H: 11	I: -17	J: -2
C[C@H]1O[C@@H](OC2CC[C@]3(C=O)[C@H]4CC[C@]5(C)[C@@H](C6=CC(=O)OC6)CC[C@]5(O)[C@@H]4CC[C@]3(O)C2)CC2OC(C)(C)OC21 (stereo not given in full)
  A: 17	B: 4	C: -4.5	D: 1	E: -2	F: 96*	G: 110*	H: -12	I: 2	J: -5
CC(C)OC(=O)Nc1ccc(N=C(N)N[N+](=O)[O-])cc1
  A: 10	B: -5	C: 0.3	D: -1	E: -2	F: -32	G: -7	H: -8	I: -1	J: 4
CC(C)NC(=O)c1ccc(N2CC3CC(C2)c2cccc(=O)n2C3)c([N+](=O)[O-])c1 (stereo not given)
  A: 5	B: -1	C: 0.1	D: 2	E: 2	F: -4	G: -11	H: 5	I: -7	J: 5
O=C(O)C1C2c3ccccc3C(c3ccccc32)C1C(=O)Nc1ccccc1 (stereo not given)
  A: 6	B: -5	C: 0.7	D: 3	E: -6	F: -6	G: 6	H: 7	I: 0	J: 9
COc1ccc(CN2CCCC(C(=O)c3cccc(Cl)c3)C2)cc1 (stereo not given)
  A: 11	B: 17	C: 1.5	D: 0	E: 1	F: 8	G: -45	H: 14	I: 0	J: -2
O=C1CC(=O)N(c2cccc(C(F)(F)F)c2)C(=O)N1
  A: 16	B: 22	C: -13	D: 1	E: -3	F: 6	G: -5	H: 3	I: -3	J: -10
O=C1NC(c2cc3ccccc3nc2Cl)Nc2ccccc21 (stereo not given)
  A: 10	B: 50	C: 0.3	D: 2	E: -4	F: -28	G: -9	H: 26	I: 3	J: 13
CCN(CC)CCCN=C(C)c1c(O)n(C2CCCCC2)c(=O)[nH]c1=O
  A: 4	B: -4	C: -0.4	D: -1	E: 13	F: -2	G: -12	H: 2	I: 6	J: -3
O=c1[nH]c(=S)n(-c2cccc(Cl)c2)c(O)c1C=NCCN1CCNCC1
  A: 11	B: 2	C: -1.5	D: -3	E: 15	F: 1	G: -31	H: 4	I: 1	J: -4
COc1ccc(C[C@@H]2c3cc(O)c(OC)cc3CCN2C)cc1O
  A: 22	B: -10	C: 0.3	D: 7	E: 0	F: -5	G: -12	H: -7	I: -2	J: -2
Cc1cccc(NC(=O)OC2CN3CCC2CC3)c1 (stereo not given)
  A: 39	B: 12	C: 0.1	D: 0	E: -3	F: -30	G: -21	H: -2	I: -2	J: 0

Two of the compounds above, with values under each structure:
Below each SMILES: AI-2 QS mod, HSF-1 act, HIF act, HSP90 refold inh, HDAC3 inhib, aSyn 5UTR inh, KLF5 inhibitor, HSF1 inhib, Platelet DG rel, IEC-6 tox
- O=C(O)C1C2c3ccccc3C(c3ccccc32)C1C(=O)Nc1ccccc1 (stereo not given)
→ 6, -5, 0.7, 3, -6, -6, 6, 7, 0, 9
- COc1ccc(CN2CCCC(C(=O)c3cccc(Cl)c3)C2)cc1 (stereo not given)
→ 11, 17, 1.5, 0, 1, 8, -45, 14, 0, -2

Source: PubChem BioAssay (several laboratories)

Only part of the results is shown. The share of hits here may be higher or lower than overall.
